High-throughput results deposited in PubChem BioAssay by several laboratories.
TRPC4 block: inhibitors of mouse TRPC4 channel; Q9QUQ5; HEK293 TRPC4beta/mu-opioid, DAMGO-evoked Fluo4 calcium flux; active compounds read low; B-score at 10 µM; actives 0.39% (n = 300,000); AID 2247;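 active = B-score over 3 SD under the library average, no early fluorescence shift, positive overall ratio signal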
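Assay system: TRPC4beta/mu-opioid receptor HEK293 cell line; compound dosing: single concentration per test compound; detection: Fluo4 Ca2+ flux fluorescence; evaluation: per-well B score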
MrgX1 PAM: allosterically activates human MrgX1 receptor signaling | Q96LB2 | actives 0.63% (n = 310,000) | MrgX1-HEK293, Fluo-4 calcium flux, FDSS; active compounds read high | B-score at 10 µM;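 active = plate-corrected calcium response at least 3 library SD above typical, normal starting fluorescence, not activating the receptor alone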;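 also: compound read alongside a low EC10 to EC30 dose of BAM8-22 agonist; peak minus trough fluorescence over baseline measured at the second addition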
MrgX1 ag: human MrgX1 receptor agonism, primary screen | B-score at 10 µM | actives 0.44% (n = 310,000) | MrgX1-HEK293 cells, Fluo-4 calcium fluorescence, agonist mode; active compounds read high | Q96LB2;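 active = calcium response B-score plate-corrected fluorescence ratio at least 3 library SD, with starting fluorescence B-score inside 5 SD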
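Test system: HEK293 cells stably expressing human MrgX1 receptor; amount: 15,000 cells per well; doses: compound delivered in addition one of three; times: overnight plating before 1 h dye loading; detection: Fluo-4 NW calcium-flux fluorescence, kinetic read; read-out basis: B-scored fluorescence response ratio; controls: positive and negative controls per plate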
TRPC6 act: mouse TRPC6 channel activation; HEK293-TRPC6 membrane potential dye fluorescence; active compounds read high; B-score at 10 µM; actives 0.13% (n = 310,000); AID 2550;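 active = B-score of the integrated fluorescence ratio above library mean plus 3 SD, and starting fluorescence ratio within library mean plus 5 SD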;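 also: higher score means more depolarization so channel activation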
Target sequence (Q61143 whole entry, looked up): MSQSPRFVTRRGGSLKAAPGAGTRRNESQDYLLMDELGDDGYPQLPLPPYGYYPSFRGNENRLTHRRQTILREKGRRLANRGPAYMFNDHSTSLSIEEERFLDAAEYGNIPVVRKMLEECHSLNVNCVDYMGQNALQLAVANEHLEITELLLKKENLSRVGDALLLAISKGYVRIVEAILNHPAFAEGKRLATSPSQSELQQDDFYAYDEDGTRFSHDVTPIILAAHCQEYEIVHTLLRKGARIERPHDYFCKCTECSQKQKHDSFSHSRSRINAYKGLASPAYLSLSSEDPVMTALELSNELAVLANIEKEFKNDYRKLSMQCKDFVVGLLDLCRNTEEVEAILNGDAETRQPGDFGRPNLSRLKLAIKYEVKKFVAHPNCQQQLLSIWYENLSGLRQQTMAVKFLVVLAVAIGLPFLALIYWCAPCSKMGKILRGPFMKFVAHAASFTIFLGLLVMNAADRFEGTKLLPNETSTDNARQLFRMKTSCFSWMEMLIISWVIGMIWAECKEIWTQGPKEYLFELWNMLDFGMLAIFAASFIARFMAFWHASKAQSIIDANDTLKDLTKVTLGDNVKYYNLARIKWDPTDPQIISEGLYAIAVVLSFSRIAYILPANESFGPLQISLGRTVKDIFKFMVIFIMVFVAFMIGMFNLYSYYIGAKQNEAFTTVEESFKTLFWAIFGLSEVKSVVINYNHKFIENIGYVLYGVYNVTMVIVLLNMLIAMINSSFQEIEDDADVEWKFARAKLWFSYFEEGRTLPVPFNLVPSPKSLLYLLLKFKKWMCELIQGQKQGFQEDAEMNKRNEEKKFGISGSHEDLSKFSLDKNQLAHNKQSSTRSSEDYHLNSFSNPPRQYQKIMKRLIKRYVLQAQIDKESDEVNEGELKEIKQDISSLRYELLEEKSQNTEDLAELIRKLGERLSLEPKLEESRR
TRPC4 agonist: activators of mouse TRPC4 channel. Q9QUQ5. HEK293 TRPC4beta/mu-opioid, Fluo4 calcium fluorescence; active compounds read high. B-score at 10 µM. actives 0.49% (n = 310,000). AID 2237;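 active = B-score above 5 SD of library B-scores, and initial fluorescence ratio not above library mean plus 5 SD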;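 also: positive B-score marks a calcium rise read as TRPC4 activation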
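Assay system – TRPC4beta and mu-opioid receptor HEK293 stable cells · Measured by – Fluo4 fluorescence, kinetic · Schedule – dye loading 45 min room temperature, 110 s kinetic read · Read-out – B-scored integrated calcium fluorescence ratio · Controls – buffer and maximal DAMGO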
TRPC4 PAM: allosteric potentiators of mouse TRPC4 channel; Q9QUQ5; HEK293 TRPC4beta/mu-opioid, DAMGO EC20, Fluo-4 Ca2+ flux; active compounds read high; B-score at 10 µM; actives 0.42% (n = 310,000);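 active = B-score of calcium response area above 5 SD of library B-scores, with initial fluorescence ratio within 5 SD of library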;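 also: B-score of integrated fluorescence ratio over time as area under calcium response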
TRPC6 inh: mouse TRPC6 channel inhibition | Q61143 | HEK293-TRPC6, membrane potential dye, ACh-evoked depolarization; active compounds read low | B-score at 10 µM | actives 1.1% (n = 310,000) | AID 2553;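 active = B-score under library mean minus 3 SD, initial fluorescence not abnormally high, positive integrated signal ratio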;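 also: B-score derived from integrated fluorescence ratio over the kinetic read; more negative B-score means stronger inhibition of depolarization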
HIF activator: HIF pathway transcriptional activation; actives 0.32% (n = 300,000); U2OS HRE-luciferase reporter, luminescence; normalized: DMSO 0%, desferrioxamine 100%; activation, % at 7.5 µM (by protocol); AID 1910;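 active = mean activation of at least 10% of the iron chelator positive control signal, with at least half of replicates also reaching 10%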
MrgX1 antagonist: human MrgX1 receptor antagonism, primary screen. Q96LB2. MRGX1-HEK293 calcium flux, Fluo-4, BAM8-22 antagonism; active compounds read low. B-score at 10 µM. actives 1.3% (n = 310,000);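 active = calcium-response B-score plate-corrected more than 3 library SD below zero, starting fluorescence within 5 deviations, no agonist response on first addition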;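 also: peak minus trough fluorescence over baseline after final BAM8-22 challenge near maximal dose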
AI-2 QS modul: Vibrio harveyi AI-2 quorum sensing modulation | Vibrio harveyi JMH597 AI-2 luminescence/OD600 ratio, 9 h; active compounds read low; strain lacks LuxN and CqsS sensors; 0 = neutral-control median | activity change, % at 7.5 µM | actives 0.4% (n = 300,000); in the data active = activity change below about -75%, passing the limit was not always enough;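 also: luminescence divided by OD600 gain over 9 h not by final OD600 alone; inactives centre near 13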
PolyA inhibitor: inhibitors of polyadenylation in S. cerevisiae. S. cerevisiae SKY197-pL101 polyadenylation reporter, beta-gal luminescence; efflux-impaired pdr1/pdr3 knockout yeast; score 100 = 6 SD above DMSO. actives 0.02% (n = 300,000). calls only at 12 µM;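 active = lowest replicate activity score at least 50, where 100 means six control SD above control mean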;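 also: yeast exposed to compound for 9 h at 30 °C; higher score means more reporter readthrough which indicates perturbed polyadenylation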
* hit, by the source's call; i = inactive; . = not tested or not shown. This is a subset; rates above refer to the full screens.

Values run as follows: PolyA inhibitor | HIF activator | TRPC6 inh | TRPC4 PAM | TRPC4 block | MrgX1 antagonist | MrgX1 PAM | MrgX1 ag | TRPC6 act | AI-2 QS modul | TRPC4 agonist
COc1cccc(C(=O)N/N=C/c2ccc(Oc3ccc([N+](=O)[O-])cn3)c(OC)c2)c1
  i | 0.6 | i | i | i | i | i | i | i | 22.5 | i
COc1ccc(OCC(=O)Nc2nccs2)cc1
  i | -4.3 | i | i | i | i | i | i | i | 22.9 | i
COc1ccc(-n2nc([N+](=O)[O-])c(=NCCc3ccc(Cl)cc3)n2O)cc1
  i | 0.2 | i | i | i | i | i | i | i | 39.2 | i
Cc1onc(-c2ccccc2)c1C(=O)Nc1ccc(S(=O)(=O)N2CCCC2)cc1
  i | 86.7* | i | i | i | i | i | i | i | 9.6 | i
COc1ccc(-c2nnc(SCc3ncc(-c4ccccc4)o3)o2)cc1
  i | 0.8 | i | i | i | i | i | i | i | 34.3 | i
COc1ccc2[nH]c(=O)c(CN(Cc3cccs3)Cc3nnnn3C(C)(C)C)cc2c1
  i | 0.4 | i | i | i | i | i | i | i | 9.2 | i
CCCCCOC(=O)Cn1c(SCC(=O)Nc2ccccc2)nc2c1c(=O)[nH]c(=O)n2C
  i | 0.0 | i | i | i | i | i | i | i | 11.6 | i
C=CCN1CC2CC3(COc4cc(C)cc(C)c4)C=CC2(O3)C1=O (stereo not given)
  i | 0.0 | i | i | i | i | i | i | i | -11.7 | i
COc1ccc(CNS(=O)(=O)c2ccc3c(c2)CCN3C(=O)C2CCC2)cc1
  i | 0.0 | i | i | i | i | i | i | i | 16.2 | i
CCC(C)(C)NC(=O)c1cc([N+](=O)[O-])ccc1N1CCOCC1
  i | 0.0 | i | i | i | i | i | i | i | 22.3 | i
O=C(O)c1ccc(CSCc2ccccc2F)o1
  i | 0.5 | i | i | i | i | i | i | i | 2.3 | i
Cc1cc(/C([O-])=C(/C(=S)Nc2ccccc2)[n+]2ccccc2)c(C)n1-c1ccccc1
  i | -7.0 | i | i | i | i | i | i | i | 27.0 | i
O=C(NCCN1CCOCC1)c1ccc(Cl)c(S(=O)(=O)N2CCCCC2)c1
  i | -0.2 | i | i | i | i | i | i | i | 12.2 | i
CCCCn1c(SCC(=O)NCc2ccco2)nc2ccc(N3CCOCC3)cc2c1=O
  i | -0.2 | i | i | i | i | i | i | i | -9.0 | i
CCCC(=O)Nc1nc(C)c(-c2csc(Nc3ccccc3C)n2)s1
  i | -1.9 | i | i | i | i | i | i | i | 29.2 | i

Brought forward from above: 2 entries, followed by the next part.
Values run as follows: PolyA inhibitor | HIF activator | TRPC6 inh | TRPC4 PAM | TRPC4 block | MrgX1 antagonist | MrgX1 PAM | MrgX1 ag | TRPC6 act | AI-2 QS modul | TRPC4 agonist
CCCCn1c(SCC(=O)NCc2ccco2)nc2ccc(N3CCOCC3)cc2c1=O
  i | -0.2 | i | i | i | i | i | i | i | -9.0 | i
CCCC(=O)Nc1nc(C)c(-c2csc(Nc3ccccc3C)n2)s1
  i | -1.9 | i | i | i | i | i | i | i | 29.2 | i
COc1cc(/C=N/Nc2cccc3cccnc23)cc(OC)c1O
  . | 1.7 | i | i | i | i | i | i | i | 7.4 | i
CC(C)(C)c1[nH]nc2c1C(c1ccsc1)C(C#N)=C(N)O2 (stereo not given)
  i | 0.0 | i | i | i | i | i | i | i | 21.4 | i
CC(C)c1ccc(NS(=O)(=O)c2ccc3c(c2)oc(=O)n3C)cc1
  i | 0.8 | i | i | i | i | i | i | i | -94.3* | i
NS(=O)(=O)c1ccc(N/N=C/c2ccc(O)cc2O)c([N+](=O)[O-])c1
  i | -0.3 | i | i | i | i | i | i | i | 19.9 | i
CCCCNC(=O)CSc1nnc(NC(C)=O)s1
  i | 0.2 | i | i | i | i | i | i | i | -12.0 | i
CCC1Oc2ccccc2N(CC(=O)NCCCN2CCN(Cc3ccccc3)CC2)C1=O (stereo not given)
  i | -0.4 | i | i | i | -5.32* | i | i | i | 13.1 | i
COC(=O)c1cc(C(=O)CSc2nc(C)cc(C)n2)ccc1O
  i | -0.5 | i | i | i | i | i | i | i | 15.8 | i
C/C(N)=C(/C#N)C(=O)COC(=O)C1=NN(c2ccccc2)C(=O)CC1
  i | -0.6 | i | i | i | i | i | i | i | 0.2 | i
COc1ccc(C(=O)C2CCCN(C(=O)c3cnsn3)C2)c(C)c1 (stereo not given)
  i | -0.4 | i | i | i | i | i | i | i | 13.6 | i
CN(C)C=Nc1ccccc1C1C=NNC1=O (stereo not given)
  i | 1.3 | i | i | i | i | i | i | i | 10.3 | i
CCOC(=O)c1[nH]ncc1CN1CCCC(C(=O)c2cc(Cl)ccc2OC)C1 (stereo not given)
  i | 0.1 | i | i | i | i | i | i | i | 26.4 | i
CC(C)(CO)NCC(O)COc1ccc2c(c1)CCC2 (stereo not given)
  i | 0.3 | i | i | i | i | i | i | i | 5.7 | i
COc1cc(/C=N/NC(N)=O)cc(Br)c1OCc1ccccc1C
  i | -0.3 | i | i | i | i | i | i | i | 3.4 | i
COc1ccc(N=C2SC(CC(=O)Nc3ccccc3OC)C(=O)N2Cc2ccco2)cc1 (stereo not given)
  i | -0.4 | i | i | i | i | i | i | i | 26.1 | i
Cc1cc(NC(=O)CSc2nc3ccc(Cl)cc3[nH]2)no1
  i | 0.0 | i | i | i | i | i | i | i | -9.5 | i
CCCc1nc(SCC(=O)Nc2ccccc2)c2c(=O)n(C)c(=O)n(C)c2n1
  i | -0.1 | i | i | i | i | i | i | i | 8.0 | i
CCOC(CCNC(=O)c1cc2c(=O)[nH]c3ccccc3c2s1)OCC
  i | -0.8 | i | i | i | i | i | i | i | 19.4 | i
CCCS(=O)(=O)c1c(S(=O)(=O)CCC)c2cc(CC)ccn2c1C(=O)OC
  i | -0.7 | i | i | i | i | i | i | i | 22.3 | i
COc1ccc(S(=O)(=O)N(C)C)cc1NC(=O)CCNC(=O)c1ccccc1OC
  i | -1.1 | i | i | i | i | i | i | i | -10.0 | i
COc1cccc(/C=C/C(=O)NNC(=O)c2ccncc2)c1
  i | -0.4 | i | i | i | i | i | i | i | 19.2 | i
Cc1ccc2[nH]c(=O)c(NC(N)=S)nc2c1
  i | -0.1 | i | i | i | i | i | i | i | 19.4 | i
Cc1cc(C)cc(OCc2nnc(N)s2)c1
  i | -0.4 | i | i | i | i | i | i | i | 16.0 | i
O=C(NC1CCCCCC1)c1ccc(CS(=O)(=O)Cc2ccc(F)cc2)o1
  i | -1.0 | i | i | i | i | i | i | i | 20.7 | i
COc1ccc(S(=O)(=O)N2CCC(C(=O)NCCc3ccccc3)CC2)cc1OC
  i | 0.0 | i | i | i | i | i | i | i | 0.6 | i
O=C(CCN1C(=O)/C(=C/c2ccc(Cl)cc2)SC1=S)NCCCn1ccnc1
  i | 0.0 | i | i | i | i | i | i | i | 14.6 | i
Cc1nc(-c2ccc(F)cc2)c(CC(=O)N2CCN(S(=O)(=O)c3cccc(Cl)c3)CC2)s1
  i | -0.7 | i | i | i | i | i | i | i | 22.4 | i
O=C(NCC(=O)N1CCCCCC1)c1ccc(Cl)cc1
  i | 2.3 | i | i | i | i | i | i | i | -9.2 | i
CSCCC(NC(=O)COc1ccccc1)C(=O)NCC1COc2ccccc2O1 (stereo not given)
  i | 0.6 | i | i | i | i | i | i | i | 41.0 | i
O=C(COC(=O)C1=COCCO1)NC1CCCCCCC1
  i | 0.0 | i | i | i | i | i | i | i | 21.1 | i
CCc1ccc(C(C)(O)C(CN2CCOCC2)c2ccccc2)cc1 (stereo not given)
  i | -0.2 | i | i | i | i | i | i | i | 6.8 | i
O=c1c2ccccc2cnn1Cc1n[nH]c(=S)n1C1CC2CCC1C2 (stereo not given)
  i | -0.4 | i | i | i | i | i | i | i | 7.1 | i
CCCCc1nc(C(N)=O)c2[nH]c(=O)n(-c3ccccc3F)c2n1
  i | 0.5 | i | i | i | i | i | i | i | 12.8 | i
CC(=O)Nc1ccc(NC(=O)C(C)OC(=O)CN(C)S(=O)(=O)c2ccc(Cl)cc2)cc1 (stereo not given)
  i | -0.1 | i | i | i | -6.08* | i | i | i | 3.8 | i
CC(=O)/C(=N\Nc1ccc(C)cc1)N1CCOCC1
  i | 0.2 | i | i | i | i | i | i | i | 6.7 | i
CCN1C(=O)C(CC(=O)Nc2ccccc2)S/C1=N\c1ccccn1 (stereo not given)
  i | -0.5 | i | i | i | i | i | i | i | 1.6 | i
CC(C)(C)N(Cc1ccccc1)C(=O)CN1C(=O)c2ccccc2C1=O
  i | -31.7 | i | i | i | i | i | i | i | 22.0 | i
Cc1cc(-c2n[nH]c(=S)n2/N=C/c2c[nH]c3ccccc23)n[nH]1
  i | -0.3 | i | i | i | i | i | i | i | 29.9 | i
CS(=O)(=O)c1ccc(Cl)c(NC(=O)CSc2nc3ccccc3c(=O)n2Cc2ccco2)c1
  i | 2.2 | i | i | i | i | i | i | i | 7.9 | i
CCNC(=S)N(CCc1c(C)[nH]c2ccccc12)Cc1cc(OC)c(OC)c(OC)c1
  i | -0.1 | i | i | i | i | i | i | i | 5.2 | i
Cc1onc(-c2ccccc2)c1C(N)=O
  i | -0.3 | i | i | i | i | i | i | i | 11.7 | i
CCN(CC)C(=O)CSc1nc2cc3c(cc2c(=O)n1Cc1ccco1)OCO3
  i | 0.0 | i | i | i | i | i | i | i | -4.9 | i
Oc1cccc2ccc(/C=C/c3cccs3)nc12
  i | 2.7 | i | i | i | i | i | i | i | 36.8 | i
COc1ccc(NC(=O)C(CCS(C)(=O)=O)N2C(=O)c3ccccc3C2=O)cc1 (stereo not given)
  i | -0.2 | i | i | i | i | i | i | i | 18.7 | i
COc1ccccc1-n1nnnc1SCC(=O)N1CCCC1=O
  i | -0.1 | i | i | i | i | i | i | i | 8.6 | i
COc1ccc(NC(=O)C(=O)Nc2cccc3cccnc23)c(OC)c1
  i | 0.0 | i | i | i | i | i | i | i | 7.5 | i
Cc1cc(Cl)ccc1NC(=O)COC(=O)c1cc([N+](=O)[O-])ccc1N1CCOCC1
  i | -0.2 | i | i | i | i | i | i | i | 19.4 | i
COc1ccc(Cl)cc1S(=O)(=O)NCCCn1ccnc1
  i | -0.6 | i | i | i | i | i | i | i | 3.7 | i
CCN(CC)C(=O)Oc1ccc2ccccc2c1Cl
  i | 0.6 | i | i | i | i | i | i | i | 9.3 | i
